# CASP6 VEID inh – inhibitors of human caspase-6. P55212. purified caspase-6, Z-VEID-R110 cleavage fluorescence. inhibition, % at 12.5 µM. hit rate 0.53% among 350,000. AID 686996;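 active = mean inhibition across replicates at least about 35%, with every replicate also reaching that limit, limit read from the data; inconclusive = only one of the two criteria met; inactive = neither criterion met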;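 note: 0% = median of neutral control wells and 100% = no fluorescence left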
# Target sequence (P55212 24-179 limits assumed): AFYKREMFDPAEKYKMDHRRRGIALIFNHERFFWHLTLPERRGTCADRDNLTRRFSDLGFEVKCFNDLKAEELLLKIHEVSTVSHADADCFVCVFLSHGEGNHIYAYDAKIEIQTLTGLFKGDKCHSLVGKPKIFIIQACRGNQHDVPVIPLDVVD
# Target sequence (P55212 194-293 limits assumed): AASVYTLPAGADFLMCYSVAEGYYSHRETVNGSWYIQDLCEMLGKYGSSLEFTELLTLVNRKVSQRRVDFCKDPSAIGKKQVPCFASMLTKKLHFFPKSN
# DENV2 CPE – DENV2-induced cell death inhibition; hit rate 1.7% among 350,000; DENV2-infected cells, cytopathic effect rescue, plate reader; CPE inhibition, % at 9.99 µM; in the data active = CPE inhibition above about 20%, passing the limit was not always enough; inconclusive = no clear call, values can overlap the other calls; tested in BHK-21 cells;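 note: 0% = median of neutral control wells and 100% = median of positive control wells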
# ARNT-TACC3 inh – ARNT/TACC3 interaction disruption. Q9Y6A5. AlphaScreen His-ARNT PAS-B/GST-TACC3 binding, luminescence; TACC3 fragment carries E629A point mutation. inhibition, % at 9.99 µM. hit rate 0.66% among 390,000. AID 623870;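 active = mean inhibition of replicates at least 50% and at least half of replicates each reaching 50%; inconclusive = half or more replicates reach 50% but mean below 50%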;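 note: 0% = complete ARNT plus TACC3 wells and 100% = ARNT alone without TACC3; many hits fall short of the cut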
# EWS-Fli block – inhibitors of EWS/Fli oncoprotein transcriptional activity. A673 NR0B1-luciferase reporter, viability-normalised. inhibition, % at 12.6 µM. hit rate 0.67% among 350,000. AID 651661;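 active = mean inhibition of at least 50% after viability correction, with every replicate also passing that limit; inconclusive = mean reaches 50% but only one of two replicates passes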;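 note: firefly luciferase signal divided by Alamar Blue viability fluorescence both relative to DMSO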
# SIRT5 inh – inhibitors of human sirtuin-5 desuccinylase; Q9NXA8; hit rate 1.1% among 330,000; Purified SirT5, succinyl-peptide AMC, trypsin-coupled fluorescence; inhibition, % at 15 µM; AID 652115; in the data active = inhibition above about 15%; inconclusive = no clear call, values can overlap the other calls
# Target sequence (Q9NXA8 whole entry, looked up): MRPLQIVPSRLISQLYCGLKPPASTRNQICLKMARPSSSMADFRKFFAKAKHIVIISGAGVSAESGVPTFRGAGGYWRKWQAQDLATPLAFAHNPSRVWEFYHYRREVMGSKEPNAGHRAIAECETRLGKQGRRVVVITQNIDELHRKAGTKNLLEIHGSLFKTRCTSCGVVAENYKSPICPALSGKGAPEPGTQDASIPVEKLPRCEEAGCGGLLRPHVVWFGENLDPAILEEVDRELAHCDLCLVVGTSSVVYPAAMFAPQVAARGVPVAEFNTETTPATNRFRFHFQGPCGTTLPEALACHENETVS
# PAX8 inh HTS – PAX8 transcriptional activity inhibition; RMG-I TPO-luciferase reporter, SteadyGlo, 24 h; inhibition, % at 12.6 µM; hit rate 1.2% among 360,000;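 active = mean replicate inhibition at least 60% with every replicate also reaching 60%; inconclusive = only one of the two criteria is met; inactive = mean below 60% and not all replicates reaching 60%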;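 note: luciferase light reporting Pax8 driven TPO promoter activity; plate controls were median of neutral control wells for no effect and mitoxantrone controls for full effect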
# LGR2 antag – blocks bursicon-induced cAMP signaling via Drosophila LGR2; HEK293 LGR2, CRE-luciferase, bursicon-stimulated, 4 h; hit rate 0.35% among 380,000; AID 720647; inhibition, % at 9.99 µM;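 active = drop in luminescence signal, shown as inhibition above about 50% in the replicate tests, limit read from the data, passing the limit was not always enough; inconclusive = probably only some replicates passing the limit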;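 note: agonist challenge used bursicon conditioned medium at about half maximal strength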
# The depositor's hits bear a star; u = inconclusive; x = no result given. No enrichment for hits; 4.9% or so of the library scored in one or more.
SMILES	CASP6 VEID inh	DENV2 CPE	ARNT-TACC3 inh	EWS-Fli block	SIRT5 inh	PAX8 inh HTS	LGR2 antag
CCOC(=O)c1oc2ccc(S(=O)(=O)N3CCOCC3)cc2c1C	-4.2	5.7	-1.9	3.5	-1.1	x	-18.0
CN(C)c1ccc2c(c1)[C@@H]1C[C@H](CC(=O)NCc3ccc(Oc4ccccc4)cc3)O[C@@H](CO)[C@@H]1O2	-4.5	-0.1	2.5	37.7	7.7	48.9	x
CC(C(=O)N1CCCCC1)N(C)CC(=O)Nc1cccc(F)c1 (configuration not stated)	-0.5	-0.9	x	4.7	4.4	0.4	1.5
CCOC(=O)C1CCN(S(=O)(=O)c2ccc3c(c2)CC(=O)N3C)CC1	3.0	-4.2	-14.3	16.2	-3.8	3.7	4.7
COc1ccc(C(=O)OCc2cc(=O)n3ccsc3n2)cc1F	-1.0	-0.8	-7.5	-0.9	x	-8.2	x
COC(=O)C1CCN(C(=O)C2CCC(=O)N(CCCc3ccccc3)C2)CC1 (configuration not stated)	0.0	1.2	-0.2	-0.3	-0.7	3.0	7.1
C[C@H]1CN([C@@H](C)CO)C(=O)c2cc(-c3cncnc3)cnc2O[C@H]1CN(C)Cc1ccc(Oc2ccccc2)cc1	2.3	7.1	-8.5	3.2	-3.5	-6.3	22.7
O=S(=O)(c1cccs1)N1CCCc2nc(-c3ccc(F)cc3)ccc21	-0.5	11.4	x	-1.8	x	-6.7	-25.0
C[C@@H](NC(=O)C[C@@H]1CC[C@@H](NC(=O)Cc2ccccn2)[C@H](CO)O1)c1ccccc1	3.1	-0.4	-10.8	3.2	2.6	-10.6	-5.5
Cc1ccnc(NS(=O)(=O)c2ccc(NC(=O)c3cc(-c4ccccc4)nc4ccccc34)cc2)n1	2.4	-6.4	-12.8	-8.0	0.1	15.3	-7.9
CCOC(=O)CCN1C(=O)c2ccccc2Sc2ncccc21	-3.7	-4.8	-0.4	-23.5	-2.4	-6.9	7.1
Cc1ccnc(N2CCC(C(=O)NCc3ccc4c(c3)OCO4)CC2)n1	3.4	x	x	x	-13.9	-55.3	-5.1
Cc1ccc(NC(=O)C(C)SCC(=O)Nc2ccc(F)cc2)cc1S(=O)(=O)N1CCOCC1 (configuration not stated)	-0.2	x	-0.8	-0.5	-1.1	x	9.2
O=C(Nc1nnc([C@@H]2C[C@H](O)[C@@H](CO)O2)s1)c1cccc(Oc2ccccc2)c1	-1.1	u	x	4.0	-3.8	2.1	12.8
Cc1ccc(CNC(=O)CSc2ccc(-c3ccccn3)nn2)cc1	2.5	-1.7	37.6	-6.1	x	9.3	6.5
CCCN1C(=O)c2cc(C(=O)Nc3ccc(OC)c(OC)c3)ccc2C1Nc1ccc(OC)c(OC)c1 (configuration not stated)	0.5	2.2	-1.4	0.3	-2.6	-0.1	-0.4
CCc1ccc(/C=C2\SC(=S)N(CCC(=O)NCCCN3CCOCC3)C2=O)cc1	-5.1	14.0	x	-45.2	-1.2	6.4	2.2
CC1(C)C2CC=C(/C=N/NC(=O)c3ccc(O)cc3)C1C2 (configuration not stated)	x	x	0.7	x	x	-11.0	-3.3
CC(=O)N1CCc2c(sc(NC(=O)c3ccc([N+](=O)[O-])o3)c2C#N)C1	37.6*	3.1	18.1	4.9	3.1	96.3*	-17.9
CN1CCN(c2ccccc2NC(=O)c2cc3c(s2)-c2ccccc2OC3)CC1	-5.8	2.4	2.5	1.2	-2.2	7.8	20.6
O=C(O)c1ccc(Cn2nnc3sc4c(c3c2=O)CCCC4)cc1	14.3	4.3	5.4	-23.4	0.1	-94.7	-44.5
CC(C)NC(=O)Nc1ccc2c(c1)C(=O)N([C@@H](C)CO)C[C@H](C)[C@@H](CN(C)CC1CCCCC1)O2	-2.0	17.7	-2.4	-2.2	-3.5	-11.3	9.8
C[C@H](NC(=O)COc1ccccc1)C(=O)OCC(=O)c1cc2ccccc2o1	0.0	-3.8	0.8	-8.9	-6.0	-3.6	-24.6
Cc1ccc(S(=O)(=O)Nc2ccc3c(c2)C(=O)N([C@@H](C)CO)C[C@H](C)[C@H](CN(C)S(=O)(=O)c2c(C)noc2C)OCCCC[C@@H](C)O3)cc1	2.1	-5.1	-0.9	5.8	9.9	-10.9	-18.0
CCCCC[C@@H]1[C@H]2[C@H]3C(=O)N(c4ccccc4)C(=O)[C@H]3CC(=O)[C@H]2[C@H](c2ccccc2)N1S(=O)(=O)c1ccc(C)cc1	-5.1	-0.8	x	-7.8	-2.2	-6.5	15.8
COc1cc(/C=C(\NC(=O)c2ccccc2)C(=O)NCC(=O)O)c([N+](=O)[O-])cc1OC	x	x	-6.1	x	x	-11.1	18.8
Cc1[nH]n(-c2nc(-c3ccc(Cl)cc3)cs2)c(=O)c1N=Nc1ccc(O)cc1	1.7	-8.9	x	40.9	0.1	-3.7	2.1
Cn1ncc(C#N)c1NC(=O)c1nn2cccnc2c1Cl	3.7	x	4.0	x	-1.0	x	-6.3
COc1ccc(CNCCNC(=O)c2nonc2N)cc1OC	-0.6	x	34.7	x	-2.7	x	5.0
C[C@@H]1CN([C@@H](C)CO)C(=O)c2cc(NC(=O)CCCCCC(=O)Nc3ccccc3N)ccc2O[C@@H]1CN(C)C(=O)Nc1ccccc1	x	1.8	x	5.4	x	-18.7	-16.6
Cc1nc(NC(=O)c2cnccn2)ccc1Br	x	-1.0	-4.9	-72.4	0.7	-20.3	-65.3
COCc1cc(S(=O)c2ccc(Cl)cc2)nc(C)n1 (configuration not stated)	1.5	-2.2	-11.9	-2.1	-2.5	10.9	19.5
COc1ccc(NC(=O)COC(=O)c2ccc3c(c2)OCCO3)cc1	-0.4	1.8	x	-4.6	x	-19.1	5.1
CCC(=O)Nc1ccc2c(c1)C(=O)N(C)[C@@H]1CC[C@H](CC(=O)NCCOC)O[C@H]1CO2	5.5	12.7	-9.5	-6.5	-3.2	-7.6	0.4
Cc1cc(C)c(-c2c(N)cc(Br)cc2Br)c(N)c1	-4.5	9.3	-17.0	12.1	-2.8	28.3	-3.8
Cc1nc(NC(=O)c2ccccc2)sc1C1(C)CC(c2ccccc2F)=NO1 (configuration not stated)	-4.1	8.7	2.6	-53.5	x	-33.6	-15.7
CC(=O)c1ccccc1NC(=O)c1ccc(OCc2c(C)noc2C)cc1	0.6	-5.3	4.1	-17.4	x	1.5	1.0
CCc1nc2c(OCCn3cccc3)cccn2c1N(C)C(=O)c1ccccc1F	-1.4	16.5	x	-2.1	x	-8.8	15.7
Cc1nn(C)c(C(=O)Nc2cccc(CN3CCOCC3)c2)c1Br	2.9	-5.8	-5.3	-1.4	-2.3	-4.1	-14.7
Cc1cccc(CSc2nnc(-c3cnccn3)n2C)c1	-2.3	2.0	-14.5	-0.8	1.4	-16.7	-6.1

# Copied from the list.
# DENV2 CPE, C[C@H](NC(=O)COc1ccccc1)C(=O)OCC(=O)c1cc2ccccc2o1 stands at -3.8
# LGR2 antag, Cc1[nH]n(-c2nc(-c3ccc(Cl)cc3)cs2)c(=O)c1N=Nc1ccc(O)cc1 stands at 2.1
# CASP6 VEID inh, Cc1ccc(S(=O)(=O)Nc2ccc3c(c2)C(=O)N([C@@H](C)CO)C[C@H](C)[C@H](CN(C)S(=O)(=O)c2c(C)noc2C)OCCCC[C@@H](C)O3)cc1 stands at 2.1

# (continued)
SMILES	CASP6 VEID inh	DENV2 CPE	ARNT-TACC3 inh	EWS-Fli block	SIRT5 inh	PAX8 inh HTS	LGR2 antag
CC1CN(C(=O)[C@@H]2CCCN2S(=O)(=O)c2ccc(Cl)cc2)CC(C)O1 (some centres not stated)	3.3	2.7	-4.6	3.0	-4.4	5.1	31.5
CC(=O)Nc1ccc(C(=O)N2CCCCC2c2cc(C(=O)Nc3cccc(C#N)c3)no2)cc1 (configuration not stated)	1.0	3.9	x	-11.7	3.6	9.4	0.2
COc1ccc(/C=C(/C(=O)Nc2ccccc2C(=O)N2CCCC2)c2ccccc2)cc1	4.4	x	8.7	x	1.7	29.4	30.9
C[C@@H]1CN([C@@H](C)CO)C(=O)c2cc(NS(=O)(=O)c3ccc(F)cc3)ccc2O[C@@H](C)CCCCO[C@@H]1CN(C)C(=O)c1ccccc1	-1.3	-1.9	-3.1	6.4	1.7	9.8	13.0
C[C@H]1CCCCO[C@H](CN(C)C(=O)CCC(F)(F)F)[C@@H](C)CN([C@@H](C)CO)C(=O)c2cc(NC(=O)CCCN(C)C)ccc2O1	x	6.2	-8.9	-18.3	x	-1.6	-9.6
Cc1nc(Cl)cc(N/N=C/c2ccc(O)cc2)n1	2.2	u	20.5	-11.4	0.8	22.9	x
CC(C)[C@H](NC(=O)c1ccccc1Cl)C(=O)OCc1cc([N+](=O)[O-])cc2c1OCOC2	x	x	-2.1	x	x	-18.8	10.2
COc1ccc2c3c([nH]c2c1)[C@H](CO)N(C(C)=O)CC31CCN(C(=O)Nc2c(C)noc2C)CC1	0.6	-2.1	x	-7.7	1.2	-36.0	-4.8
COc1ccc(CCNC(=O)C/C(C)=N/NC(=O)COc2ccc(C)cc2Br)cc1OC	1.3	-4.4	3.9	-6.8	-0.5	5.1	-6.1
NC(=O)COC(=O)c1c2c(nc3ccccc13)CCCC2	13.4	1.1	4.6	-2.9	-3.0	7.3	16.0
Cc1cc(C)cc(OCC(=O)Nc2ccc(N3CCCCC3)cc2)c1	0.3	1.0	-0.7	-4.1	-5.1	-3.3	-2.2
O=C(CSc1ccc(-c2ccco2)nn1)Nc1ccccc1	3.0	-4.7	-10.9	-3.4	4.8	-12.3	-1.6
CC(C)[C@H](NC(=O)c1ccccc1)C(=O)Nc1ccc2c(c1)OCO2	0.7	-2.8	13.4	-5.4	-1.5	-4.1	-5.1
CC[C@]12c3[nH]c4cc(CCC(=O)N(C)C)ccc4c3CCN1C(=O)[C@@H](CC(=O)NCCCn1ccnc1)C[C@@H]2C(=O)N1CCN(C(=O)c2ccco2)CC1	-53.8	2.7	-4.1	1.9	-3.0	13.2	46.0
O=C(CSc1n[nH]c(-c2ccccn2)n1)Nc1ccccc1	-3.6	-0.6	61.6*	5.5	1.3	9.7	-5.5
CCC(NC(=O)c1cc(COc2cc(C)c(Cl)c(C)c2)on1)c1ccncc1 (configuration not stated)	2.4	0.3	2.7	-2.8	-3.0	1.1	14.3
Cn1c(=O)c2c(SCC(=O)N3CCN(c4ccccc4)CC3)nc(C3CC3)nc2n(C)c1=O	2.2	-1.7	-1.9	-2.2	-3.1	10.3	x
COc1cc(/C=C(/NC(C)=O)C(=O)O)cc(Cl)c1OCc1ccc(Br)cc1	16.1	-0.8	-1.4	9.7	-1.7	6.6	-7.7
COc1ccc(-c2nnc(SCC(=O)NCC3CCCO3)n2C)cc1 (configuration not stated)	7.1	8.2	-5.5	-7.1	-3.8	-4.0	1.2
O=S(=O)(Nc1ccccc1Cl)c1cccc2nsnc12	51.3*	0.6	29.5	-13.3	-0.7	2.1	9.2
c1nc(N2CCCCC2)c2[nH]cnc2n1	0.3	-7.6	-4.0	-7.0	x	-9.2	9.0
O=C(NC(=S)Nc1ccccn1)c1cc(-c2ccccc2)nc2ccccc12	x	x	10.0	x	x	-1.7	-9.6
CC(C)NC(=O)C1(C)CCN1C(=O)c1ccccc1Oc1ccccc1 (configuration not stated)	-1.5	u	x	1.4	-1.0	23.0	-18.5

# Only CASP6 VEID inh and LGR2 antag, for 3 of the compounds above:
SMILES	CASP6 VEID inh	LGR2 antag
CC[C@]12c3[nH]c4cc(CCC(=O)N(C)C)ccc4c3CCN1C(=O)[C@@H](CC(=O)NCCCn1ccnc1)C[C@@H]2C(=O)N1CCN(C(=O)c2ccco2)CC1	-53.8	46.0
CC(C)NC(=O)C1(C)CCN1C(=O)c1ccccc1Oc1ccccc1 (configuration not stated)	-1.5	-18.5
Cc1nc(Cl)cc(N/N=C/c2ccc(O)cc2)n1	2.2	x

# High-throughput results (PubChem BioAssay)
